# Source: PubChem BioAssay (several laboratories)
# CSN inh – CSN deneddylation inhibition | Q92905 | Purified CSN, SCF-Nedd8-OG deneddylation, fluorescence polarization | 360,000 compounds, 0.38% hits | AID 651999 | inhibition, % at 12.5 µM;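 active = pattern-corrected inhibition above about 35%, with an unprinted fluorescence ratio check between 0.5 and 1.5, limit read from the data, passing the limit was not always enough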;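 note: 0% = enzyme with substrate and 100% = substrate without enzyme; some results filed as inactive read as strong as hits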
#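 Assay system: purified human Csn5 enzyme expressed in HEK293T cells; measure: % inhibition; also added: SCFSkp2-Nedd8OG substrate at 10 nM final; technique: fluorescence polarization; times: reaction 90 min, room temperature; medium: Tris buffer pH 7.5, NaCl, DTT, Tween-20, trehalose, ovalbumin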
# TbMetRS inhib – Trypanosoma brucei MetRS inhibition. purified T. brucei MetRS, ATP depletion, Kinase-Glo luminescence. inhibition, % at 11.9 µM. 360,000 compounds, 0.4% hits. AID 624268;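 active = inhibition above a per-plate cutoff of the control wells' mean inhibition plus 3 SD, cut at about 5.5% in these data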;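 note: 0% = DMSO wells median and 100% = median of wells with control inhibitor compound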
#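 Dosing: 11.9 µM compound single dose, 0.9% DMSO; Assay system: purified T. brucei MetRS enzyme; Measured by: Kinase-Glo luciferase luminescence reporting remaining unconsumed ATP; Schedule: 15 min plus 2 h at 25 °C.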
# Scp1 inh – inhibitors of human Scp-1 phosphatase; inhibition, % at 20 µM; Recombinant Scp1, phosphopeptide, malachite green phosphate absorbance; 340,000 compounds, 0.88% hits;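 active = inhibition above about 50% at 20 µM, limit read from the data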;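 note: plate controls were DMSO wells with enzyme for no effect and wells lacking enzyme for full effect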
#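 Test system: SCP-1 catalytic domain; Buffer or medium: Acidic Tris acetate buffer with magnesium and detergent; Also added: Phosphorylated 17-residue peptide substrate; Compound: single 20 µM dose, 1% DMSO; Schedule: enzyme reaction 45 min at room temperature, colour 5 min, stabilisation 30 min; Signal: Phosphate-binding colour reagent, absorbance read at 630 nm.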
# Rpn11 inh – blocks the human proteasome subunit Rpn11; 360,000 compounds, 0.59% hits; calls only at 20 µM; O00487; human 26S proteasome, Ub4-pepOG fluorescence polarization; 20S core pre-blocked with epoxomicin;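 active = inhibition at 20 µM, scaled to each plate's controls, above about 33%, limit read from the data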
# NadD block – inhibitors of Staphylococcus aureus NadD; purified NadD enzyme, colorimetric absorbance read-out; inhibition, % at 20 µM; 360,000 compounds, 0.78% hits; AID 602399; in the data active = inhibition above about 26%; note: some compounds past the cut are filed as inactive
# DNMT1 block – inhibitors of human DNMT1; AID 588458; DNMT1 molecular beacon, Hinp1I cleavage, fluorescence; 360,000 compounds, 0.83% hits; inhibition (reported as % activation of signal), % at 10 µM; P26358; in the data active = inhibition above about 50%
# Target sequence (P26358 504-1616 limits assumed): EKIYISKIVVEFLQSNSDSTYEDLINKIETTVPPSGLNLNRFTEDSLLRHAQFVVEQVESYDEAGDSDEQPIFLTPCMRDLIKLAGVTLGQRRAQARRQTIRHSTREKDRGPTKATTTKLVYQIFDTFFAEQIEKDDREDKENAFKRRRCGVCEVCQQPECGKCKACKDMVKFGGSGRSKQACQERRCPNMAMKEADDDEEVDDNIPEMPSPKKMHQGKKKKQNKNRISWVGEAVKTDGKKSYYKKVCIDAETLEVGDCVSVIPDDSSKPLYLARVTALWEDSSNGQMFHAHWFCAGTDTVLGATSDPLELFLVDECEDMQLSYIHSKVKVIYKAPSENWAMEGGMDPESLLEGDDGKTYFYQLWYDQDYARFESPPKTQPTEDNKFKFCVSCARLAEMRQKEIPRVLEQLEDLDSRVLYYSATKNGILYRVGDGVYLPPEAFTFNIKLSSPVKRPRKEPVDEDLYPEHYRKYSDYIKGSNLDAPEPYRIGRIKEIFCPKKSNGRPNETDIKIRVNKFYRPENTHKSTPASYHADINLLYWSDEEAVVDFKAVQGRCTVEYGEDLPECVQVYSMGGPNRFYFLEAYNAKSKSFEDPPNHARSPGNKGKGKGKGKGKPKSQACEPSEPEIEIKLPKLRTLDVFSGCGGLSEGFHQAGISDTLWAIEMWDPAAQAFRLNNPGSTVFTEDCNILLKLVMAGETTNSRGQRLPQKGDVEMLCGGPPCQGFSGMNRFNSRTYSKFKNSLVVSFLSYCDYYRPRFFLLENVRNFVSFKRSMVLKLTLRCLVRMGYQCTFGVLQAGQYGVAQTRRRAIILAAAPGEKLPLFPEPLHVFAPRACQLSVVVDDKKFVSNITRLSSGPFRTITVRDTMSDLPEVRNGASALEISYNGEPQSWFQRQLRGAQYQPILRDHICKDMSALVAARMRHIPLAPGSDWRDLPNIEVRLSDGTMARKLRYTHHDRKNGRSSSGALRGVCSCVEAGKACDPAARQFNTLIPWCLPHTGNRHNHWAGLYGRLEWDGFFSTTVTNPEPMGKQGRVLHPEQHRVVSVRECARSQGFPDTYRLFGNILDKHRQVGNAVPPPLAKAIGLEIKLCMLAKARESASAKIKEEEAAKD
# STEP block – STEP (human) phosphatase inhibition; inhibition, % at 20 µM; AID 588621; recombinant STEP, OMFP fluorogenic substrate, fluorescence; 360,000 compounds, 0.25% hits;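 active = inhibition at 20 µM, scaled per plate between control wells, above about 37%, limit read from the data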;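 note: 0% = DMSO with enzyme and substrate and 100% = substrate only without enzyme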
#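 Material: STEP (striatal-enriched tyrosine phosphatase) enzyme, cell-free | Medium: 50 mM Bis-Tris pH 6.0 with 2.5 mM DTT and 0.005% Tween 20 | Read-out: Percent inhibition scaled to no-enzyme and uninhibited-enzyme controls, plate-pattern corrected | Signal: Fluorescence read at 480 nm ex / 540 nm em | Times: 20 min reaction, room temperature, in the dark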
# MsrA inhibitor – bovine MsrA inhibition | inhibition, % at 15.5 µM | purified bovine MsrA, absorbance read-out | 360,000 compounds, 0.75% hits; in the data active = inhibition above about 4.5%;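 note: 0% = vehicle wells with enzyme and 100% = reference inhibitor wells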
# LMPTP inh – blocks human LMPTP phosphatase. recombinant LMPTP-A, OMFP fluorogenic substrate, fluorescence intensity. inhibition, % at 20 µM. 360,000 compounds, 0.22% hits;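 active = compounds that cut the enzyme signal by at least half of the control window in the single-dose screen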;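 note: plate controls were DMSO wells with enzyme plus substrate for no effect and substrate without enzyme for full effect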
#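 Test system: LMPTP-A phosphatase enzyme. Amount: LMPTP-A at 0.625 nM final in the reaction. Reagent: OMFP substrate, 400 µM final. Times: 50 min at room temperature. Signal: endpoint fluorescence intensity from OMFP dephosphorylation. Read-out basis: % inhibition. Benchmarks: no-enzyme and uninhibited controls.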
# SUMO1 PPI mod – SUMO1-SIM interaction modulation. P63165. 360,000 compounds, 0.33% hits. SUMO1 binding to a labelled peptide, TR-FRET, 1 h. inhibition, % at 20 µM; in the data active = inhibition above about 37%
# Numbers without * were called inactive; i = inactive; / = not tested or not shown.
SMILES,CSN inh,TbMetRS inhib,Scp1 inh,Rpn11 inh,NadD block,DNMT1 block,STEP block,MsrA inhibitor,LMPTP inh,SUMO1 PPI mod
Cn1cccc1Cc1nnc(SCC(=O)Nc2cccc(F)c2)n1CCc1ccccc1,3.1,-0.4,7.1,i,-5.2,-1.5,-3.2,-1.0,0.4,0.2
CC1Cc2ccccc2C(=O)N1 (configuration not stated),-1.1,-0.8,-11.9,i,-2.8,0.0,-5.7,0.9,-2.4,4.1
CNC(=S)N1N=C(c2ccc(OC)cc2)CC1c1ccc(N(C)C)cc1 (configuration not stated),3.1,-0.2,1.1,i,-0.1,-10.9,-1.7,4.4,0.7,-10.4
COc1ccc(S(=O)(=O)N(C)CC(=O)N2CCC(C(N)=O)CC2)cc1,4.4,-1.0,-3.8,i,1.4,0.7,2.6,0.9,-0.6,-1.5
Cc1cnc(C(=O)Nc2cc(S(=O)(=O)N3CCOCC3)ccc2N2CCN(C)CC2)cn1,-12.3,0.2,6.8,i,-0.9,2.5,-1.2,-0.9,-1.1,0.7
CCOc1ccc(OCCC(=O)OCC(=O)Nc2cccc(S(=O)(=O)N3CCCCC3)c2)cc1,0.1,-0.3,5.8,i,-5.7,-8.9,2.9,-0.6,1.5,3.5
CCOC(=O)c1c(C)n(C)c2ccc(OC(=O)c3ccoc3)cc12,1.8,-0.8,6.7,i,-13.6,0.8,-1.0,0.2,2.0,-1.6
CC(=O)Nc1nc(SCC(=O)NCc2ccc(F)cc2)[nH]c(=O)c1NC(=O)c1cccs1,0.5,-0.4,-2.8,i,-2.0,1.7,-4.3,-1.2,-1.6,2.7
O=C(O)Cc1csc(-c2cccc(F)c2)n1,-2.6,-0.2,-6.4,i,2.0,1.6,-4.6,1.4,1.1,-2.6
COc1ccc(C2=Nc3ccccc3NC(=O)C2N(C(=O)c2cc3ccccc3[nH]2)c2ccccc2)cc1 (configuration not stated),1.0,0.3,/,i,16.7,-25.1,-0.8,0.3,1.2,-10.4
Cc1ccc(-n2nnnc2CNC(=O)C(=O)c2c[nH]c3ccccc23)cc1C,3.0,0.3,/,i,-2.3,-3.6,1.2,3.1,1.2,-7.6
COc1ccccc1OCC(=O)OCn1c(SC)nnc(C)c1=O,-17.7,-0.8,0.0,i,3.8,0.1,-2.4,-0.6,-1.7,2.6
CCCCn1c(=O)[nH]c(=O)c2c1nc(-c1ccc(OC(F)F)c(OC)c1)n2C,1.5,-0.3,-7.7,i,4.8,1.2,1.1,-0.4,-3.1,-7.6
CC(=O)NCC1(c2ccccc2)CCN(CC2COc3ccccc3O2)CC1 (configuration not stated),-4.2,-0.9,/,i,-11.5,-3.9,3.0,0.7,-0.8,2.3
Cc1ccc(C(=O)N/N=C/c2ccc(-c3ccc(Br)cc3[N+](=O)[O-])o2)o1,6.0,2.4,-6.7,i,24.0,-25.3,-0.1,1.2,2.9,-25.2
CCSc1nc2ccccc2n1C(=O)c1ccc(S(=O)(=O)N2CCCCC2)cc1,3.6,-0.6,4.3,i,-3.5,-1.9,1.2,-0.7,-0.6,0.0
O=C(COC(=O)C1CCCO1)Nc1nc(-c2ccc(F)cc2)cs1 (configuration not stated),1.7,0.2,-7.7,i,-3.2,-2.1,-0.3,0.3,-0.9,-0.3
CCOC(=O)N1CCN(S(=O)(=O)N2CCCC(C(=O)NCc3ccc(OC)cc3)C2)CC1 (configuration not stated),-1.0,0.6,0.3,i,-3.7,1.2,-0.5,-0.6,-1.9,-0.9
CNC(=S)N(Cc1ccc(Cl)cc1)Cc1cccs1,1.4,-0.8,-8.9,i,-0.3,0.4,1.0,-0.2,0.5,4.2
COc1ccc(N2C(=O)C3CCCN3C2c2ccc(F)cc2)cc1Cl (configuration not stated),0.9,0.0,6.3,i,-6.7,-1.8,-1.4,1.3,-0.1,-1.3
COc1ccc(Cl)cc1C(=O)Nc1ccccc1N1CCN(C)CC1,1.6,0.3,-7.7,i,5.5,7.3,-0.4,1.8,-0.4,-2.3
CCOC(=O)NC(=O)C(=CNc1ccccc1OC)C(=O)NC(=O)OCC,1.9,-0.1,-1.7,i,1.8,1.4,-0.8,0.4,-0.3,-0.2
Cc1ccccc1/C=N/n1c(COc2ccccc2)n[nH]c1=S,2.5,-0.5,-9.7,i,3.5,1.9,22.3,-0.6,-0.3,13.6
COc1ccc(NC(=O)C(Cc2ccccc2)n2cccc2)cc1OC (configuration not stated),-2.4,-0.5,-7.2,i,-10.5,2.3,2.9,0.4,1.2,2.0
O=C(CNC(=O)c1ccccc1Cl)OCC(=O)N1CCc2ccccc21,6.2,-0.2,-5.2,i,-1.1,-0.5,0.3,1.1,-0.3,1.2
COc1ccc(NC(=O)CCSCCc2ccccn2)cc1OC,0.9,1.7,-12.9,i,4.5,-4.3,-1.1,-0.5,1.2,-3.6
Cn1cnnc1SCC(=O)Nc1ccc2nc(SCc3ccccc3Cl)sc2c1,2.9,-0.9,-3.7,i,9.6,-15.6,-1.1,0.7,1.3,-3.1
CCOC(=O)C1CSC(CC(=O)Nc2ccc(Cl)cc2)C(=O)N1 (configuration not stated),-0.9,1.5,3.1,i,2.2,-1.3,-0.2,-0.3,-1.2,-0.8
Cc1ccc(S(=O)(=O)NCCCNC(=O)c2ccccc2)cc1,-0.1,-0.2,-4.7,i,0.6,-4.1,-1.1,1.0,-0.8,5.2
COc1cc(C(N)=O)cc(Br)c1OC,0.2,-0.2,8.8,i,0.0,0.3,-1.5,-0.2,0.1,-0.8

# Looked up by compound from above (6):
SMILES,CSN inh,TbMetRS inhib,Scp1 inh,Rpn11 inh,NadD block,DNMT1 block,STEP block,MsrA inhibitor,LMPTP inh,SUMO1 PPI mod
Cc1ccccc1/C=N/n1c(COc2ccccc2)n[nH]c1=S,2.5,-0.5,-9.7,i,3.5,1.9,22.3,-0.6,-0.3,13.6
CCSc1nc2ccccc2n1C(=O)c1ccc(S(=O)(=O)N2CCCCC2)cc1,3.6,-0.6,4.3,i,-3.5,-1.9,1.2,-0.7,-0.6,0.0
O=C(CNC(=O)c1ccccc1Cl)OCC(=O)N1CCc2ccccc21,6.2,-0.2,-5.2,i,-1.1,-0.5,0.3,1.1,-0.3,1.2
Cn1cnnc1SCC(=O)Nc1ccc2nc(SCc3ccccc3Cl)sc2c1,2.9,-0.9,-3.7,i,9.6,-15.6,-1.1,0.7,1.3,-3.1
COc1cc(C(N)=O)cc(Br)c1OC,0.2,-0.2,8.8,i,0.0,0.3,-1.5,-0.2,0.1,-0.8
COc1ccccc1OCC(=O)OCn1c(SC)nnc(C)c1=O,-17.7,-0.8,0.0,i,3.8,0.1,-2.4,-0.6,-1.7,2.6

# (further entries)
SMILES,CSN inh,TbMetRS inhib,Scp1 inh,Rpn11 inh,NadD block,DNMT1 block,STEP block,MsrA inhibitor,LMPTP inh,SUMO1 PPI mod
COC(=O)C1C(=O)NC(SC)=C(C#N)C1c1ccccc1 (configuration not stated),3.6,-0.1,-8.2,i,-0.9,1.2,1.7,0.2,0.1,-0.2
CCC1(c2ccc(F)cc2)NC(=O)N(CC(=O)Nc2cc(C)on2)C1=O (configuration not stated),-4.2,-0.2,-2.2,i,-5.8,-2.4,0.1,0.1,-1.2,-3.0
Nc1nonc1-n1nnc(C(=O)N/N=C/c2ccc(F)cc2)c1-c1ccc2c(c1)OCO2,1.0,0.1,-8.2,i,15.8,49.9,-0.9,0.9,-0.1,0.0
COc1ccc(-c2csc(-c3ccc(C(=O)O)cc3)n2)cc1,-1.9,-1.2,-1.1,i,1.6,5.7,-0.2,-0.1,-0.2,-2.6
Cc1cc(C(=O)OCC(=O)Nc2ccc(S(N)(=O)=O)cc2)c2ccccc2n1,10.5,-0.2,4.2,i,-1.3,1.6,-4.1,-0.2,-1.7,-8.3
CCc1nc2ccccc2c(C(=O)OCC(=O)NC(=O)c2cccn2C)c1C,-0.2,-0.2,0.9,i,-2.8,-13.5,0.5,0.5,2.9,-1.7
CC1c2cccn2CCN1S(=O)(=O)c1ccc(F)cc1 (configuration not stated),-3.0,-0.3,-7.7,i,3.1,-6.7,-3.2,0.0,0.0,1.0
CC1(C)CC2(CC(C)(C)N1)OC(=O)N1CCc3ccccc3C12C (configuration not stated),3.9,-1.0,-8.0,i,2.3,-0.6,-4.0,0.0,-0.9,0.7
O=C(c1ccc2ccccc2n1)N(CCO)Cc1ccccc1,1.8,0.7,-3.5,i,-6.4,1.5,-0.5,-1.2,-1.7,-0.6
CC(NC(=O)COC(=O)C1CCN(c2ccc(C(F)(F)F)cn2)CC1)c1ccc(Br)cc1 (configuration not stated),2.0,-0.2,0.0,i,4.5,-5.2,3.5,-0.3,5.3,1.8
Cc1ccc(NC(=O)C(NCc2ccccn2)c2ccccc2)cc1 (configuration not stated),-7.8,-0.7,-3.5,i,-1.4,0.3,-0.1,0.2,-1.9,-4.1

# Of the compounds above, these have two or more sulfur atoms.
SMILES,CSN inh,TbMetRS inhib,Scp1 inh,Rpn11 inh,NadD block,DNMT1 block,STEP block,MsrA inhibitor,LMPTP inh,SUMO1 PPI mod
CC(=O)Nc1nc(SCC(=O)NCc2ccc(F)cc2)[nH]c(=O)c1NC(=O)c1cccs1,0.5,-0.4,-2.8,i,-2.0,1.7,-4.3,-1.2,-1.6,2.7
CCSc1nc2ccccc2n1C(=O)c1ccc(S(=O)(=O)N2CCCCC2)cc1,3.6,-0.6,4.3,i,-3.5,-1.9,1.2,-0.7,-0.6,0.0
CNC(=S)N(Cc1ccc(Cl)cc1)Cc1cccs1,1.4,-0.8,-8.9,i,-0.3,0.4,1.0,-0.2,0.5,4.2
Cn1cnnc1SCC(=O)Nc1ccc2nc(SCc3ccccc3Cl)sc2c1,2.9,-0.9,-3.7,i,9.6,-15.6,-1.1,0.7,1.3,-3.1
